All columns: NCI-60 one-dose screen, growth in % after 48 h at 10 µM unless noted; 100 = growth as untreated, 0 = no growth, -100 = all killed.
SK-MEL-5 – SK-MEL-5 melanoma; AID 1794755; hit rate 6.4% among 80,000
A549/ATCC – A549/ATCC NSCLC | hit rate 3.7% among 81,000
LOX IMVI – LOX IMVI melanoma; hit rate 7.4% among 79,000
CCRF-CEM – CCRF-CEM leukemia; AID 1794778; hit rate 7% among 77,000
M14 – M14 melanoma | hit rate 6.2% among 80,000
HOP-92 – HOP-92 NSCLC cells; hit rate 6.3% among 71,000; AID 1794738
EKVX – EKVX NSCLC; hit rate 3% among 71,000; AID 1794765
HOP-62 – HOP-62 NSCLC; AID 1794735; hit rate 3.9% among 80,000
Starred values were filed as active, the others as inactive; . = not tested or not shown; & = joins results of further samples; [ ] = dose if it differs, or a comment. How the source made its calls: active means growth percent below 10; inactive means the rest. No enrichment for hits; 12% or so of the library scored in one or more.

Fields: SK-MEL-5	A549/ATCC	LOX IMVI	CCRF-CEM	M14	HOP-92	EKVX	HOP-62
Nc1ccc(OS(=O)(=O)c2ccccc2)cc1
    99	91	91	102	104	96	113	102
CCCCCCCC(=O)SCC/C=C/[C@@H]1CC(=O)NCc2cccc(n2)C2=N[C@@](C)(CS2)C(=O)N[C@@H](C(C)C)C(=O)O1
    -94*	0.7*	-94*	31	6.0*	-5.4*	22	-22*
CCN(CC)CC(O)c1ccc2ccc3ccc(O)cc3c2c1 (stereo not drawn)
    86	97	86	.	107	66	88	90
COc1ccc(C(=O)N/N=C/c2cc(C(F)(F)F)ccc2Cl)cc1
    86	97	92	103	104	90	76	107
CC(/C=c1\sc2nc3ccccc3n2c1=O)=C\c1ccccc1
    97	108	99	104	106	111	88	91
CCOC(=O)c1cc(C(N)=O)n2ccc(-c3ccncc3)cc12
    87	80	73	93	108	31	.	64
NS(=O)(=O)c1ccc(CN/C=C/C(=O)c2cc3cc(Br)ccc3oc2=O)cc1
    98	110	99	103	97	93	92	85
CC(C)C1=C[C@@]23CC[C@H]4C(C)(COC(=O)c5ccco5)CCC[C@]4(C)[C@H]2C[C@@H]1[C@@H]1[C@H]3[C@@H](OC(=O)c2ccco2)CC[C@@H]1OC(=O)c1ccco1 (stereo partly drawn)
    101	109	109	109	.	110	111	107
c1ccc2c(c1)NC1CCCCC21 (stereo not drawn)
    94	99	102	100	99	93	100	102
Oc1ccccc1-c1nnc(SCc2ccc(O)c3ncccc23)n1-c1ccccc1
    -60*	9.3*	3.8*	7.6*	-28*	-4.9*	-0.5*	14
N#CCc1c[nH]c2ccc([N+](=O)[O-])cc12
    109	106	99	100	105	.	91	107
CC(=O)OCC1C(C)CCC(C)C1COC(C)=O (stereo not drawn)
    99	99	94	86	106	.	.	98
COc1ccc2nc(-n3nc(C)cc3C)c(-n3nc(C)cc3C)nc2c1
    100	115	101	.	102	115	92	105
CC1CCCCN1CCCNC(=O)c1ccc(N)cc1 (stereo not drawn)
    97	103	95	78	97	76	95	101
CC1(C)O[C@@H]2CC3C4CCC5=CC(=O)C=C[C@]5(C)[C@@]4(F)[C@@H](O)C[C@]3(C)[C@]2(C(=O)CO)O1 (stereo partly drawn)
    100	74	107	56	96	.	72	122
COc1ccc(NC(=O)Nc2ccc(OCCCCCC(=O)NO)cc2)cc1
    104	90	96	86	95	94	121	102
CCOc1ccccc1N1C(=O)CSC1=S
    76	96	97	95	94	78	103	117
O=C(CC1(O)C(=O)N(Cc2ccc(F)cc2)c2ccccc21)c1cccs1 (stereo not drawn)
    94	98	.	.	103	102	.	104
COc1ccc(-c2oc(=O)ccc2-c2cc(OC)c(OC)c(OC)c2)cc1O
    12	26	44	4.1*	-62*	103	49	-16*
CCOC(=O)/C=c1\sc2n(c1=O)NC1C(N=2)N(CC)C(=O)N1CC (stereo not drawn)
    105	108	92	.	.	101	104	94
CCSc1nc(C)c(C)c(=O)[nH]1
    107	104	101	95	111	92	85	95
Cc1[nH]c(/C=C/C(=O)c2ccc(C(F)(F)F)c(F)c2)c(C)c1C(=O)N1CCOCC1
    90&90	97&98	98	83&91	99&103	89&99	76&92	97&105
Nc1ccnc(=S)[nH]1
    109	102	96	111	97	107	98	92
Cc1ccc(-c2csc(NC(=O)N3CCN(c4cc5c(cc4F)c(=O)c(C(=O)O)cn5C4CC4)CC3)n2)cc1
    -75*	11	2.7*	13	20	-13*	20	13
COc1ccc(C(CC(=O)O)c2cc(OC)c(OC)c(OC)c2)cc1OC (stereo not drawn)
    100	101	89	97	104	95	95	111
O=S(=O)(NCCCNc1nccc(-c2c(-c3cccc(F)c3)nc3occn23)n1)c1cccc2ccccc12
    27	33	35	26	32	64	47	74
COc1ccc(-c2nc3ccccn3c2N)cc1
    .	97	109	96	108	99	109	112
c1ccc2cc(OCNCOc3ccc4ccccc4c3)ccc2c1
    87	102	85	72	85	54	98	91
COc1ccc2c(c1OC)C(=O)OC2CC(=O)c1ccc(O)cc1O (stereo not drawn)
    105	.	93	102	103	97	96	102
O=C(/C=C/c1cc2ccc1CCCCc1ccc(cc1)CCCC2)c1ccc(NC(=O)c2ccccc2CN2C(=O)c3ccccc3C2=O)cc1
    97	97	93	95	95	62	95	98

Compound profiles, from the list above:
`COc1ccc(-c2oc(=O)ccc2-c2cc(OC)c(OC)c(OC)c2)cc1O` as listed: SK-MEL-5: 12; A549/ATCC: 26; LOX IMVI: 44; CCRF-CEM: 4.1*; M14: -62*; HOP-92: 103; EKVX: 49; HOP-62: -16*
`O=C(CC1(O)C(=O)N(Cc2ccc(F)cc2)c2ccccc21)c1cccs1` (stereo not drawn) as listed: SK-MEL-5: 94; A549/ATCC: 98; LOX IMVI: .; CCRF-CEM: .; M14: 103; HOP-92: 102; EKVX: .; HOP-62: 104
`Nc1ccnc(=S)[nH]1` as listed: SK-MEL-5: 109; A549/ATCC: 102; LOX IMVI: 96; CCRF-CEM: 111; M14: 97; HOP-92: 107; EKVX: 98; HOP-62: 92

The list goes on:
Fields: SK-MEL-5	A549/ATCC	LOX IMVI	CCRF-CEM	M14	HOP-92	EKVX	HOP-62
Clc1ccc(C(=Cc2ccccc2)c2ccc(Cl)cc2)cc1
    102	101	91	107	101	100	97	88
CC(=O)N[N+](C)(C)C
    102	92	109	106	98	94	.	91
CCCCCCCCOc1cccc(S(=O)(=O)Nc2ccc(C)cc2C(=O)O)c1
    89	84	101	72	100	80	93	100
COC(=O)C1=NNCC1C(=O)OC (stereo not drawn)
    100	105	93	99	101	.	.	88
Brc1ccc(Nc2nc3ccccc3s2)cc1
    95	98	94	91	116	89	114	111
CCCCCC(C(=O)OCC)C(=O)OCC
    112	110	101	92	99	60	102	92
CCCCCCCCCCCCOCCNCC(=O)Nc1ccc(S(=O)(=O)c2ccc(NC(=O)CNCCOCCCCCCCCCCCC)cc2)cc1
    103	96	97	99	93	98	100	96
O=C(Cn1nnc2ccccc21)N/N=C/c1cc2ccccc2[nH]1
    95	91	91	99	103	81	102	84
CCOc1ccc(/C=C/C(=O)c2ccccc2)cc1
    100	98	93	56	100	83	107	102
COCCCN=C(N)c1ccc(NC(=O)c2ccc(C(=O)Nc3ccc(C(N)=NCCCOC)cc3)cc2)cc1
    78	106	120	108	80	134	77	82
N#Cc1ccc(-c2nn(-c3ccc(C(=O)O)cc3)cc2CNc2ccccc2)cc1
    94	92	97	89	93	110	86	97
COc1nc(N)nc(Cl)n1
    116	100	97	101	87	129	116	101
CC(NS(C)(=O)=O)c1ccccc1 (stereo not drawn)
    103	93	98	104	102	83	92	88
COc1cc(OC)c(/C=C2\N=C(c3ccccc3)OC2=O)c(OC)c1
    96	.	100	.	102	.	.	103
CC(C)[C@H]1CCC2=C3CC[C@]45OC(=O)[C@@]6(CCC(C)(C)C[C@H]64)CC[C@@]5(C)[C@]3(C)CC[C@@]21C
    43[100 µM]	67[100 µM]	79[100 µM]	50[100 µM]	86[100 µM]	20[100 µM]	88[100 µM]	76[100 µM]

4 of these compounds, reformatted.
O=C(Cn1nnc2ccccc21)N/N=C/c1cc2ccccc2[nH]1
  SK-MEL-5 = 95; A549/ATCC = 91; LOX IMVI = 91; CCRF-CEM = 99; M14 = 103; HOP-92 = 81; EKVX = 102; HOP-62 = 84

CC(=O)N[N+](C)(C)C
  SK-MEL-5 = 102; A549/ATCC = 92; LOX IMVI = 109; CCRF-CEM = 106; M14 = 98; HOP-92 = 94; EKVX = .; HOP-62 = 91

COCCCN=C(N)c1ccc(NC(=O)c2ccc(C(=O)Nc3ccc(C(N)=NCCCOC)cc3)cc2)cc1
  SK-MEL-5 = 78; A549/ATCC = 106; LOX IMVI = 120; CCRF-CEM = 108; M14 = 80; HOP-92 = 134; EKVX = 77; HOP-62 = 82

N#Cc1ccc(-c2nn(-c3ccc(C(=O)O)cc3)cc2CNc2ccccc2)cc1
  SK-MEL-5 = 94; A549/ATCC = 92; LOX IMVI = 97; CCRF-CEM = 89; M14 = 93; HOP-92 = 110; EKVX = 86; HOP-62 = 97

(listing goes on)
Fields: SK-MEL-5	A549/ATCC	LOX IMVI	CCRF-CEM	M14	HOP-92	EKVX	HOP-62
COc1ccc2c(c1)CC[C@@H]1[C@@H]2CC[C@]2(C)C(=O)C(=[N+]=[N-])C[C@@H]12
    95	89	105	78	105	107	99	116
O=C(Nc1ccccc1)Nc1ccc(C(=O)/C=C2\C(=O)Nc3ccccc32)cc1
    98	93	98	58	105	95	96	100
OCC[C@H]1C[C@H]1c1ccoc1
    100	94	100	104	100	101	97	94
Cc1ccc(O)c(C2C=CCC2)c1 (stereo not drawn)
    111	121	105	114	.	.	99	96
COc1cc2c(c(OC)c1OC)C1(NCC2)C(=O)Nc2ccc(Cl)cc21 (stereo not drawn)
    92	90	94	94	91	79	79	89
Cc1cccc(OCC(O)CN2CCCCC2)c1 (stereo not drawn)
    100	104	91	.	101	.	119	97
O=S(=O)(O)c1ccc(-c2ccccc2)cc1
    92	104	97	96	101	96	111	95
COc1ccc([N+](=O)[O-])cn1
    104	105	96	110	100	117	100	105
Clc1ccc(-c2nnc(CNc3ccccn3)o2)cc1
    104	93	98	99	91	66	95	89
Cc1ccc(-c2nc(/C=C3/C(=O)Nc4ccccc43)c3ccccn23)cc1
    83	75	77	84	92	105	80	92
COc1cc(-c2noc([C@H](C)NS(=O)(=O)c3ccc(C)cc3)n2)cc(OC)c1OC
    100	107	98	101	102	105	97	102
COc1cc(/C=C/c2nnc(-c3cc(C)[nH]n3)o2)cc(OC)c1OC
    106	90	100	94	96	86	101	110
CCCCCCc1cn(C(C)c2ccc(OC3CCCC3)c(OC)c2)nn1 (stereo not drawn)
    97	87	81	83	109	70	.	105
C[N+]1(CC2CO2)CCCCCC1 (stereo not drawn)
    98	107	105	109	106	113	.	103
COc1ccc(C(=O)CCN2CCC3CCC(C3)C2)cc1 (stereo not drawn)
    110	107	102	.	107	.	99	103
Nc1nc(SCC2(CCl)COC2)c2ncn(CC3(CCl)COC3)c2n1
    104	96	99	98	96	.	111	100
Cc1ccc(F)cc1NC(=S)NN
    100	95	99	100	84	81	97	108
C[C@H]1O[C@@H](O[C@H]2[C@@H](O)C[C@H](O[C@H]3[C@@H](O)C[C@H](O[C@H]4CC[C@]5(C)C6C[C@@H](O)[C@]7(C)[C@@H](C8=CC(=O)OC8)CC[C@]7(O)C6CC[C@@H]5C4)O[C@@H]3C)O[C@@H]2C)C[C@H](O)[C@@H]1O (stereo partly drawn)
    -100*	.	-98*	-57*	-82*	-26*	-100*	-100*
O=S(=O)(NC(=S)Nc1ccccc1)c1ccc(NNc2c3ccccc3nc3ccccc23)cc1
    73	87	80	80	100	87	82	92
CCCCCc1ccc(S(=O)(=O)Nc2ccc3nc(NC(C)=O)sc3c2)cc1
    76	96	74	87	91	87	63	92
CCN(CC)N=Nc1ccc(S(N)(=O)=O)cc1
    104	101	100	.	101	89	89	104
COc1ccc(C2Nc3c(c(C(C)(C)C)nn3-c3ccccc3)C(=O)CS2)cc1OC (stereo not drawn)
    107	98	102	93	107	.	80	101
FC(F)(F)c1cnc2c(c1)Oc1ccccc1-c1ccnn1-2
    96	85	96	96	105	.	91	90
Cc1nccc2c3ccc(OCc4cn(Cc5ccc(Br)cc5)nn4)cc3n(CCCc3ccccc3)c12
    81	83	93	83	103	78	86	62
CCOP(=O)(OCC)O[C@H]1CC[C@]2(C)[C@H]3CC[C@@H]4[C@@H]([C@](C)(O)CCC=C(C)C)CC[C@@]4(C)[C@]3(C)CC[C@H]2C1(C)C
    -84*	22	-100*	-21*	29	2.9*	28	57
O=C1OC(Cc2ccccc2)C(c2ccccc2)C1=O (stereo not drawn)
    102	101	90	121	118	94	112	101
O=C1CCCc2nc(Nc3ccc(S(=O)(=O)Nc4ccc([N+](=O)[O-])cc4)cc3)ncc21
    104	104	97	100	.	121	100	111
N#Cc1nc(Cc2cccc3ccccc23)oc1N1CCN(C(c2ccccc2)c2ccccc2)CC1
    96	95	106	93	104	86	.	101
Clc1ccc(-c2conc2-n2nc(-c3ccccc3)nc2-c2ccccc2)cc1
    103	114	95	105	100	.	103	104
COc1ccc(C2C(C#N)=C(N)Oc3c2sc2ccc(C)cc32)cc1 (stereo not drawn)
    2.8*	46	38	26	21	72	53	30
CC(=O)c1ccc(NC(=O)CSc2nnc(-c3ccc(Cl)cc3)o2)cc1
    97	84	95	73	105	.	95	94
O=C(O)c1cc(-c2cccc(Cl)c2)nc2ccccc12
    103	98	90	80	104	.	.	105
COc1ccc(-c2nc3sccn3c2-c2ccnc(NCCCNS(=O)(=O)c3ccc(F)cc3)n2)cc1
    -60*	14	6.1*	9.5*	12	44	.	31
O=C(c1ccccc1)C(Cl)c1ccccc1 (stereo not drawn)
    90	93	42	30	66	89	.	102
O=C(Nc1ccc(N=Nc2ccccc2)cc1)c1cccc2ccccc12
    59	46	64	50	38	82	71	61
COc1cc(C2=NN(C(C)=O)C(c3cccc(Nc4ccnc5cc(C(F)(F)F)ccc45)c3)C2)cc(OC)c1OC (stereo not drawn)
    28	53	53	44	30	25	52	64
O=C1/C(=C/c2cc(F)cc(F)c2)Cc2c(F)ccc(Br)c21
    96	111	99	102	110	118	88	100
CC(=O)c1ccc(NC(=O)c2ccccc2CN2C(=O)c3ccccc3C2=O)cc1
    101	100	94	99	99	101	97	110
CC[C@H](C)[C@@H]1NC(=O)[C@@H]([C@@H](C)CC)NC(=O)CC(=O)[C@H](C)[C@H](/C=C(\C)C[C@H](C)C/C(C)=C/COCc2ccc(OC)cc2)OC1=O
    98	95	95	91	95	82	91	.
COc1cc(NC(=O)c2ccc3c(c2)nc(-c2ccco2)n3CCCOC(C)C)cc(OC)c1OC
    51	91	94	77	106	72	93	97
C=C(C[n+]1ccccc1)[C@@H]1CC[C@]2(COC(C)=O)CC[C@]3(C)[C@H](CC[C@@H]4[C@@]5(C)CC[C@H](OC(C)=O)C(C)(C)[C@@H]5CC[C@]43C)[C@@H]12
    80	96	94	79	85	74	103	103
O=c1c2sc3ccccc3c2nc2ccccn12
    .	102	105	101	106	104	77	101

Bioassay records as filed in PubChem BioAssay.
